# Assay outcomes (PubChem)
# S3 lipid droplet – qHTS Assay for Lipid Storage Modulators in Drosophila S3 Cells; Drosophila S3 cells, BODIPY lipid droplet fluorescence, 18-24 h; cells fed with added oleic acid; Potency in µM for hits, for the others lipid storage change, negative = inhibition, % at the top dose, mostly 46.1 µM; 320,000 tested, 0.64% active; AID 2685; active = well fitted inhibition curve with a large enough effect in the signal ratio, with a control signal flat, not every such curve was filed as active; inconclusive = small, poorly fitted or top-dose-only effect, or effect the other way, or a change in a side signal; the % refers to the signal ratio
#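 Drosophila S3 cells got compounds at several concentrations plus oleic acid (400 uM solution). Laser-scanning cytometry with 488 nm excitation read lipid droplets at 500-530 nm and cells at 575-640 nm. Percent activity was relative to 20 uM Triacsin C.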
# S3 lipid droplet cell count max – second read-out of S3 lipid droplet, no call of its own (marks repeat the call); cell number change, %; measured here: cell count max response;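 cells counted by Cell Tracker Red CMTPX staining in the red channel; peak over a dose series mostly up to 46.1 µM; percent activity relative to internal control wells on each plate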
# The depositor's hits bear a star; i = inactive; ? = inconclusive; / = no result given; & = joins results of further samples. % is scaled to controls: 0 for no effect and ±100 for the full control effect; potency is read from the fitted curve at half-maximal effect. Some of the compounds tested; rates above refer to the full screens.
S3 lipid droplet	S3 lipid droplet cell count max	Structure
19%	-6	C[C@@H](C(=O)Nc1ccc2ccccc2c1)[C@H]1C[C@]1(C)[C@H](NC(=O)OCc1ccccc1)c1ccccc1
-10%	2	O=C(COC(=O)c1cncc(Br)c1)NCc1ccc(Cl)cc1
?	/	O=C(Nc1cc(Br)ccc1O)c1cnn2c(C(F)F)cc(C3CC3)nc12
?	/	Cc1ncc([N+](=O)[O-])n1Cc1cccc(F)c1
?	/	CCc1nc(SCC(=O)Nc2nnc(CC)s2)c2c(=O)n(C)c(=O)n(C)c2n1
4%	0	O=C1CNC(=S)N1CCOc1ccccc1
?	/	CCn1cc(C(=O)NCCC(C)C)c(=O)c2cc(S(=O)(=O)N3CCCCC3)ccc21
?	/	Cn1cc(Br)c(C(=O)N2CCc3ccccc32)n1
i	20	O=C1c2ccccc2C(=O)C1(CO)c1ccc(OC(F)F)cc1
?	/	C=CCn1c(SCC(=O)Nc2ccccc2OC)nnc1-c1ccco1

# Another view of three compounds above.
molecule	S3 lipid droplet	S3 lipid droplet cell count max
O=C1CNC(=S)N1CCOc1ccccc1	4%	0
CCn1cc(C(=O)NCCC(C)C)c(=O)c2cc(S(=O)(=O)N3CCCCC3)ccc21	?	/
O=C(COC(=O)c1cncc(Br)c1)NCc1ccc(Cl)cc1	-10%	2

# More structures follow:
S3 lipid droplet	S3 lipid droplet cell count max	Structure
?	/	CC1CCN(c2nc3c(c(=O)[nH]c(=O)n3C)n2CCSc2nc3ccccc3o2)CC1
?	/	CN(Cc1ccccc1)c1ncnc2sccc12
-3%	-10	O=C(Cc1cccs1)N1CCCC(c2nc(-c3ccc(S(=O)(=O)N4CCCC4)cc3)no2)C1 (configuration not stated)
-8%	-9	CN1C(C(=O)Nc2ccccn2)=C(O)c2sccc2S1(=O)=O
?	/	Cn1c(=O)[nH]c(=O)c2c1nc(CN1CCN(c3ccc(F)cc3)CC1)n2CCCc1ccccc1
17%	11	CCOc1ccc(N(CC(=O)NCCCOC)S(C)(=O)=O)cc1
?	/	CC(=O)N1CCN(c2ccc(NCc3cccc(C)c3)cc2)CC1
?	/	Clc1ccc2nsnc2c1NC1=NCCN1
16%	-2	O=C1OCCC1Sc1nnc(-c2ccc3c(c2)OCO3)n1-c1ccccc1 (configuration not stated)
?	/	Cc1c(NC(=S)NC(=O)COc2ccccc2)c(=O)n(-c2ccccc2)n1C
?	/	CCn1ncc(Br)c1C(=O)Nc1ccc(OC(F)(F)F)cc1
-1%	-11	COCCNC(=O)c1ccc(N(C)S(=O)(=O)c2ccc(OC)c(OC)c2)cc1
?	/	CCNC(=O)Nc1cc2nc(C)n(Cc3ccc(Br)cc3)c2nc1C
?	/	COc1ccc2c3n([n+]([O-])c2c1)CCN=C3c1ccc(Cl)cc1
i	11	Cc1cc(C)c2[nH]c(=O)c(C(c3nnnn3CC3CCCO3)N3CCC(C)CC3)cc2c1 (configuration not stated)
24%	/	COC(=O)CCC(=O)Nc1ccc(S(=O)(=O)N2CCCCCC2)cc1
3%	10	CCC(OC(=O)c1nsc(Cl)c1Cl)C(=O)NC(C)(C)CC (configuration not stated)
-15%	-3	CCOc1cc(/C=C2/NC(=O)NC2=O)cc([N+](=O)[O-])c1O
5%	11	CCN(CC)c1ccc(C(=O)Nn2c(C)nc3ccccc3c2=O)cc1
?	/	Cc1cc(=O)oc2ccc(OC(=O)CN3C(=O)c4cccc([N+](=O)[O-])c4C3=O)cc12

# Sorted by value in S3 lipid droplet (ascending): 3 from the list above
SMILES | S3 lipid droplet | S3 lipid droplet cell count max
COCCNC(=O)c1ccc(N(C)S(=O)(=O)c2ccc(OC)c(OC)c2)cc1 | -1% | -11
CCN(CC)c1ccc(C(=O)Nn2c(C)nc3ccccc3c2=O)cc1 | 5% | 11
COC(=O)CCC(=O)Nc1ccc(S(=O)(=O)N2CCCCCC2)cc1 | 24% | /

# (further entries)
S3 lipid droplet	S3 lipid droplet cell count max	Structure
4%	2	Cc1ccc(NC(=O)Nc2cnccn2)cc1Cl
?	/	CCC(C)[C@H](NC(=O)C1CCN(C(=O)[C@H](Cc2ccccc2)NS(=O)(=O)c2ccc(C)cc2)CC1)C(=O)O (some centres not stated)
?	/	O=c1oc2ccccc2c(Nc2ccc3ncccc3c2)c1[N+](=O)[O-]
?	/	Cc1ccc(Cl)c(Cn2cnc3c(cnn3C(C)(C)C)c2=O)c1F
?	/	CC(=O)N1c2ccc(S(=O)(=O)N3CCC(C(=O)NCc4ccc(C)cc4)CC3)cc2CC1C (configuration not stated)
?	/	CC(CC1C(C#N)=C(N)SC(N)=C1C#N)c1ccccc1 (configuration not stated)
?	/	O=C(CCc1ccccc1)NNC(=O)c1cccc(F)c1
-9%	13	COc1ccc(C(C(=O)Nc2ccc(F)cc2)N(C(=O)Cn2nnc3ccccc32)C2CC2)cc1 (configuration not stated)
19%	-13	COc1ccc(C(=O)OCC(=O)Nc2cc(C)c(C)cc2[N+](=O)[O-])cc1
?	/	Cc1ccc(Cl)cc1N1CCN(Cc2nc3c(c(=O)[nH]c(=O)n3C)n2CCc2ccccc2)CC1
?	/	COC(=O)c1c(C)[nH]c(O)c1C=Nc1ccc(Oc2ccccc2)cc1
i	-15	COc1cccc(C(=O)COC(=O)CCC(=O)c2ccccc2)c1
?	/	O=C(Nc1ccc(NC(=O)C2CC2)nc1)c1ccccn1
?	/	Cc1[nH]c2ccccc2c1/C=N/Nc1ccccn1
?	-15	CCOc1cccc(N2C(=O)CC(N(CCc3ccc(OC)c(OC)c3)C(=O)CC)C2=O)c1 (configuration not stated)
i	/	CCc1ccc(-n2c(Cc3ccccc3)n[nH]c2=S)cc1
?	/	COC(=O)Cn1c(=NC(=O)c2nc3ccccc3s2)sc2cc(S(C)(=O)=O)ccc21
?	/	N#Cc1ccsc1NC(=O)CCS(=O)(=O)c1ccccc1
?	/	Cc1cc(C)n(-c2c(F)c(F)c(CN3CCCCC3)c(F)c2F)n1
?	/	Cc1ccc(-n2c(-c3ccco3)nc3nc4ccccc4nc32)cc1F
?	/	CCC(=O)N1CCCc2cc(S(=O)(=O)N3CCN(c4ccccn4)CC3)ccc21
7%	18	O=C1S/C(=C\c2cccs2)C(=O)N1c1ccc(O)cc1
?	/	O=C(/C=C/c1ccc(Cl)cc1Cl)N1CCN(c2ccc([N+](=O)[O-])c(N3CCOCC3)c2)CC1
?	/	CSc1nc2nccc(-c3ccc4c(c3)OCO4)n2n1
?	/	Cc1cc(C)cc(OCCn2nnc3ccccc32)c1
?	/	CS(=O)(=O)c1ccc2nc(NC(=O)CN3CCCCCC3)sc2c1
?	/	O=C(c1cccs1)N1CCCN(c2ncnc3scc(-c4ccccc4)c23)CC1
i	2	CCOc1ccc(C2C3=C(CCCC3=O)Nc3nc(C(F)(F)F)nn32)cc1OC (configuration not stated)
?	/	O=C(/C=C/c1ccc(Cl)cc1)NC(=S)Nc1ccc(CN2CCOCC2)cc1
i	/	CCOc1ccccc1N1C(=O)c2ccc(C(=O)Nc3cccnc3)cc2C1=O
-22%	/	COc1ccc(N(C)C(=O)CCC(=O)Nc2ccc3nc(N4CCOCC4)cc(C)c3c2)c(OC)c1
-10%	-5	CC(=O)c1c(C)[nH]c(C(=O)OC2CCOC2=O)c1C (configuration not stated)
?	/	CCOC(=O)c1cccc(NC(=O)CSc2nnc(-c3ccncc3)n2CCCOC)c1
?	/	O=C(NCCc1ccc(F)cc1)c1cc(-c2ccncc2)nc2ccccc12
2%	-10	Cc1ccc(NC(=O)c2ccccc2OCC(=O)Nc2cccc(Cl)c2C)nc1
0%	-4	O=C(NCC1CCCO1)c1ccc(Oc2ccc([N+](=O)[O-])cc2)cc1 (configuration not stated)
-24%	11	COC(=O)c1ccc(CNC(=O)C2CCC(=O)N(CCN3CCOCC3)C2)cc1 (configuration not stated)
-3%	13	O=C1CN(C(=S)NC(=O)c2ccc(-c3ccccc3)cc2)CCN1
i	/	CCn1c(C)c2c(C)nnc(C)c2c1C
?	/	Cc1oc(-c2ccccc2F)nc1CS(=O)(=O)CC(=O)NCCCN1CC(C)CC(C)C1 (configuration not stated)
?	/	O=C(O)CCN(CCC(=O)O)c1nnc(SCc2ccccc2)s1
?	/	C=CCSc1ncccc1C(=O)NCCc1ccccc1
?	/	Cc1c(NC(C)c2ccccc2O)c(=O)n(-c2ccccc2)n1C (configuration not stated)
19%	-7	COc1cc(N=Cc2c(O)c3ccccc3oc2=O)c(OC)cc1Cl
?	/	CC(=O)c1csc(-c2ccccc2)n1
?	/	Cc1ccccc1C1=Nn2c(nnc2-c2ccco2)SC1
i	-20	CCN(CC)S(=O)(=O)c1cc(NC(=O)C(CC(C)C)NC(N)=O)ccc1C (configuration not stated)
?	/	CCc1ccc(C(=O)NC(CC(C)C)C(=O)O)cc1 (configuration not stated)
i	/	CC1(C)Cc2nc3n[nH]c(N)c3cc2CO1
?	/	CS(=O)(=O)N1CCC(NC(=O)Nc2ccc(OC(F)(F)F)cc2)CC1

# Next section
S3 lipid droplet	S3 lipid droplet cell count max	Structure
?	/	CC(C)(C)NC(=O)CN(C(=O)C1CSC(=O)C1)c1ccccc1F (configuration not stated)
?	/	O=C(c1ccccc1)C(Nc1ccccn1)c1ccccc1 (configuration not stated)
7%	-5	O=C(NCCc1c[nH]c2ccccc12)c1cccc(Br)c1
6%	4	Cc1ccc(NC(=O)C2CC(=O)N(c3ccc4c5c(cccc35)CC4)C2)cc1 (configuration not stated)
7%	6	O=C(Oc1ccccc1)c1ccc(COC(=O)c2cnccn2)cc1
-14%	-10	Cc1ccc(NC(=O)/C(=C/c2cccs2)NC(=O)c2ccco2)c(C)c1
?	/	O=C1CN(CC(=O)Nc2ccc(Cl)cc2)CCN1
6%	-5	CCOC(=O)C1=C(C)NC(C)=C(C(=O)OCC)C1c1ccc([N+](=O)[O-])s1
5%	-1	O=C(N/N=C/c1ccco1)c1ccc(OCc2ccccc2)cc1
-6%	4	O=C(CSc1ccc2c(c1)OCCO2)N1CCN(c2ccccc2)CC1
4%	6	Cc1nc2ccccn2c1C(=O)N=Nc1c(O)n(CCC(C)C)c2ccccc12
?	/	CCCCN(c1ccccc1)S(=O)(=O)c1ccc2c(c1)CCN2C(=O)CCC(=O)O
?	/	O=C(Nc1ccccn1)c1ccc(Cl)c(S(=O)(=O)N2CCc3ccccc32)c1
?	/	CCc1ccc(N(CC)C(=O)Cc2c(C(=O)O)n(C)c3ccccc23)cc1
-14%	6	Cc1cc[n+](CC(=O)c2cccc([N+](=O)[O-])c2)c2ccccc12
?	/	Brc1ccc(-c2cnnc(N3CCCC3)n2)cc1
?	/	Cn1c(=O)c2cc(S(=O)(=O)NCCC(=O)NC3CCCCCC3)ccc2n(C)c1=O
3%	-13	COC(=O)c1cc(S(=O)(=O)NCc2ccccc2Cl)c[nH]1
-3%	4	COc1cc(/C=N/NC(=O)CCC(=O)NCc2ccccc2)cc(OC)c1OC
?	/	COc1ccc(N2C(=O)[C@@H]3[C@H](C2=O)[C@H](C(=O)c2ccc(OC(C)=O)cc2)N2N=CC=C[C@@H]32)cc1
?	/	CCOC(=O)c1ccccc1NC(=O)COC(=O)CCNS(=O)(=O)c1ccc(C)c(C)c1
6%	15	CCCCS(=O)CC(CS(=O)CCCC)OC(=O)c1ccccc1 (configuration not stated)
-1%&10%	1	Cc1c(C(=O)O)oc2c1C(O)CC(C)(C)C2 (configuration not stated)
?	/	CCN(CC(=O)NCc1ccc(F)cc1)C(=O)c1oc2ccccc2c1C
i	10	Cc1c(C(=O)NCCCN2CCCCC2)oc2ccc3c(c12)C(O)CC1(CCCCC1)O3 (configuration not stated)
i	21	CCn1cc(C(=O)NCCCN(CC(C)C)CC(C)C)c(=O)c2cc(S(=O)(=O)N3CCOCC3)ccc21
?	/	O=C(N/C(=C\c1ccccc1)C(=O)N1CCCCC1)c1ccco1
?	/	O=C1c2[nH]nc(-c3ccccc3O)c2C(c2cccc(Cl)c2)N1Cc1ccco1 (configuration not stated)
?	/	CC1CN(S(=O)(=O)c2cn(C)c(=O)n(C)c2=O)CC(C)O1 (configuration not stated)
?	/	CCCCOC(=O)Cn1c2ccc(OC)cc2c2nc3ccccc3nc21

# No new results follow: 4 of the compounds above.
S3 lipid droplet	S3 lipid droplet cell count max	Structure
?	/	CCOC(=O)c1ccccc1NC(=O)COC(=O)CCNS(=O)(=O)c1ccc(C)c(C)c1
6%	15	CCCCS(=O)CC(CS(=O)CCCC)OC(=O)c1ccccc1 (configuration not stated)
-1%&10%	1	Cc1c(C(=O)O)oc2c1C(O)CC(C)(C)C2 (configuration not stated)
?	/	CCN(CC(=O)NCc1ccc(F)cc1)C(=O)c1oc2ccccc2c1C

# In another format: entries from further up.
SMILES,S3 lipid droplet,S3 lipid droplet cell count max
Cc1ccc(NC(=O)Nc2cnccn2)cc1Cl,4%,2
CCCCS(=O)CC(CS(=O)CCCC)OC(=O)c1ccccc1 (configuration not stated),6%,15

# (further entries)
S3 lipid droplet	S3 lipid droplet cell count max	Structure
?	/	CCn1cc(C2=NC(CC(C)C)CO2)c2ccccc21 (configuration not stated)
-9%	9	O=C(c1ccccc1Cl)N1CCCC(c2nc3c(nnn3Cc3ccccc3)c(=O)[nH]2)C1 (configuration not stated)
i	33	O=C(CCCOc1ccc(Cl)cc1Cl)NCCc1nnc2ccccn12
?	/	CCOC(=O)c1cc(C#N)c(N2CCN(c3ccc(OC)cc3)CC2)[nH]c1=O
2%	14	Cc1ccc2c(c1)-c1c(cnn1CC(=O)N(CCC#N)c1ccccc1)CO2
?	/	O=C(NCCC(=O)N1CCN(c2ccccc2O)CC1)c1ccc(Cl)cc1
?	/	O=C(NNC(=O)C12CC3CC(CC(O)(C3)C1)C2)c1csc(N2CCOCC2)n1
